Vif-APOBEC3G blk = qHTS for Inhibitors of Vif-A3G Interactions: qHTS; DNA dC->dU-editing enzyme APOBEC-3G (Homo sapiens), Q9HC16; HeLa A3G-eYFP + Vif (tagged APOBEC3G with the HIV-1 protein that degrades it), YFP fluorescence, overnight; Potency, µM (series often up to 46.1 µM), without a hit: at the top dose activity, negative = active, most hits filed as inhibitors; actives 0.076% (n = 410,000); AID 602310, 2012;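 further: nearly all actives have a fitted effect of over 60% in size; hits raise eYFP signal because A3G escapes Vif-driven loss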
Target sequence (Q9HC16 whole entry, looked up): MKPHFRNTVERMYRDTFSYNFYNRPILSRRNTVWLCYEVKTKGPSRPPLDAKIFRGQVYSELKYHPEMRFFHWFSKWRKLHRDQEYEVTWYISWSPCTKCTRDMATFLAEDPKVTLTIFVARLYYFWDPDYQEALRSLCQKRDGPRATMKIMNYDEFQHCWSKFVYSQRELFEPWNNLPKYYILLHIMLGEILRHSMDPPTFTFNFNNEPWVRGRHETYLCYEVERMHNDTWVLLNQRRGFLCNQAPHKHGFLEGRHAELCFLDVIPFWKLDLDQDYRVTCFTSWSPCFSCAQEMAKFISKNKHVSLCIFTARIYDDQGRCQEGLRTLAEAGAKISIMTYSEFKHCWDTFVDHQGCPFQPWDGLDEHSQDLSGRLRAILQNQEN
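HeLa cells stably expressing Vif and C-terminally eYFP-tagged A3G, seeded overnight at 37 deg C, then exposed to compound by pintool overnight at 37 deg C. Rise in yellow fluorescence (Ex 488/Em 500-530, Acumen) marks blocked Vif-driven A3G degradation.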
ALOX12 inh = Primary qHTS assay for inhibitors of human arachidonate 12S-lipoxygenase (ALOX12): Round 2. Polyunsaturated fatty acid lipoxygenase ALOX12 (Homo sapiens), P18054. purified 12hLO, xylenol orange hydroperoxide absorbance. Potency, µM (titrated, usually from 108 µM), for inactives: top-dose activity change, negative = inhibition, usual class: inhibitors. actives 1.1% (n = 580,000). AID 1671190, 2021
Target sequence (P18054 whole entry, looked up): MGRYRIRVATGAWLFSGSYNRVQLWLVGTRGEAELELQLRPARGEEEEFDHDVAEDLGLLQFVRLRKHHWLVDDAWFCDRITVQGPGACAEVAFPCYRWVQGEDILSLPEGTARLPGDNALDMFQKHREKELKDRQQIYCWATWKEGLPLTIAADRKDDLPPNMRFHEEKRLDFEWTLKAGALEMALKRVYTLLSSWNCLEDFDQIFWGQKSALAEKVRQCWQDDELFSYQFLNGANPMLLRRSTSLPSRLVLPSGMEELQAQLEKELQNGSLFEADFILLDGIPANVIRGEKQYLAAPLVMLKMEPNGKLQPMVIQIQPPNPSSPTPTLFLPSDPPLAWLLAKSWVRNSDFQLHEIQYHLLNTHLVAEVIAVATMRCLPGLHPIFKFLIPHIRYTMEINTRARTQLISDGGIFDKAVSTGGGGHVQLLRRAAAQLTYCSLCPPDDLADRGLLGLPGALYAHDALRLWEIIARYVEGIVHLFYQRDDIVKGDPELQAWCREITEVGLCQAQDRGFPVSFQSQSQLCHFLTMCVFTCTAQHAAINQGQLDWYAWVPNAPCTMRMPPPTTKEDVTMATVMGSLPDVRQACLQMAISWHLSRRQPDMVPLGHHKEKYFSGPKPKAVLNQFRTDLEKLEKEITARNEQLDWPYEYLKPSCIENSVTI
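Hydroperoxide product was detected by ferrous iron/xylenol orange as the 573 to 405 nm absorbance ratio. Arachidonic acid at 40 uM (final) was turned over for 30 min at room temperature by 150 nM human 12hLO, pH 7.0 Hepes buffer, after 15 min compound preincubation.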
Active calls of the source: *; ? = inconclusive. The call rests on the fitted dose curve; in most records, active means well fitted curve in the direction sought with a large enough effect; inconclusive means small, poorly fitted or top-dose-only effect, or another doubt; inactive means no such curve, though single readings can be large; an effect the other way counts as inactive or inconclusive. On the % scale 0 is the no-effect control and ±100 the full control effect; potency means the concentration at half of the fitted maximal effect. Some of the compounds tested; count on the stated rates, not on these rows.

SMILES | Vif-APOBEC3G blk | ALOX12 inh
CC(C)NC(=O)c1cc(C2CCCCN2C(=O)c2cc(C(C)(C)C)nn2C)on1 (configuration not stated) | 0% | 10%
CN(C)C(=O)c1cccc(-c2cnc3c(NC=O)cc(-c4ccccc4F)cn23)c1 | ? | ?
O=C(Nc1cccc(Br)c1)Oc1cccc2cccnc12 | ? | ?
CCCCc1ccc(S(=O)(=O)NC(=O)C2(C)CCN2C(=O)c2ccccc2)cc1 (configuration not stated) | -1% | -29%
COc1ccc(OC)c(NC(=O)Nc2nc(C(C)N)cs2)c1 (configuration not stated) | 2% | -1%
COc1cccc(-c2ccc3c(c2)N(Cc2ccc(F)cc2)C(=O)C(C)S3)c1 (configuration not stated) | -1% | ?
COc1cc(F)ccc1-c1csc(C(C)(O)c2ccccc2)n1 (configuration not stated) | -17% | -3%
CCOC1=C2[C@H](c3ccc(Cl)cc3)N(S(=O)(=O)c3ccc(C)cc3)C[C@H]2n2c(=O)n(-c3ccccc3)c(=O)n2C1 | -4% | 9%
CCOc1ccc(CCN2C(=S)N([C@@H](CC(C)C)CN3CCC[C@@H]3CN3C(=S)NC[C@@H]3Cc3ccccc3)C[C@@H]2Cc2ccc(O)cc2)cc1 | 1% | ?
Cc1ccc(OCCN2CCC2(C)C(=O)Nc2ccc3c(c2)OCCO3)cc1 (configuration not stated) | 1% | -9%
Cc1ccsc1-c1cc2nc(NCCCN(C)C)n(C)c(=O)c2s1 | -3% | ?
CCc1nc2c(OCc3ccc(Cl)cc3)cccn2c1N(C)C(=O)c1ccco1 | -16% | 0%
COCCCN1C(=O)C(CC(=O)NC2CC2)CC(C(=O)N(C(C)C)C(C)C)=C1C (configuration not stated) | -4% | 0%
Cc1ccc(F)c(S(=O)(=O)NC(=O)C2(C)CCN2C(=O)Cc2ccsc2)c1 (configuration not stated) | 0% | -17%
CC1(C(=O)Nc2ccccc2)Cc2c(-c3cccc(C(F)(F)F)c3)ccnc2O1 (configuration not stated) | -1% | -4%
CC1(C(=O)NCc2ccccc2)CCC(=O)N1CCOc1ccccc1 (configuration not stated) | -1% | 1%
Cc1ccc(NC(=O)C2c3ccccc3-c3ccccc32)cc1 | -1% | -18%
Nc1cccc(-c2cccc3nncn23)c1 | -2% | 3%
O=C(NCc1cccs1)c1csc([C@@H]2C[C@H](O)[C@@H](CO)O2)n1 | -3% | -27%
CN(C)CCCOc1ccc(-c2ccc3nccn3c2)cn1 | 3% | -27%
CCc1nc2ccc(C(=O)NCCN3CCCC3)cn2c1N(C)Cc1ccc(OC)cc1 | 0% | -10%
Cc1ccc(NC(=O)C2(C)CCN2CCc2ccccc2)cc1O (configuration not stated) | 0% | 3%
O=C(NCc1ccc(F)c(F)c1)c1cccc2c(-c3cccnc3)coc12 | -11% | 8%
COc1cccc(C(NC(C)=O)c2nc(-c3cccc(C#N)c3)cs2)c1 (configuration not stated) | -6% | 4%
CC(C)n1[nH]c2ccccc2c1=O | 0% | 15%
Cn1ccc2c(N3CCCCCCC3)cc3c(c21)C1CCC3O1 (configuration not stated) | 0% | ?
COc1ccc2c(CN3CCN(c4ccccc4F)CC3)cc(=O)oc2c1 | -4% | ?
COc1ccc(CN2CCC2(C)C(=O)Nc2cnc3ccccc3c2)c2ccccc12 (configuration not stated) | -9% | -5%
COc1ccc(C(O)c2nc(-c3cccc(C(F)(F)F)c3)cs2)cc1 (configuration not stated) | -1% | ?
NC(=O)NN=C1CCC(OCc2ccccc2)CC1CC(=O)O (configuration not stated) | 3% | -7%
COc1cc(CN2C[C@@H](CO)O[C@@H](n3cnc4c(Nc5ccccc5)ncnc43)C2)cc(OC)c1OC | -7% | -7%
COC(=O)c1cnc(Nc2nc(C(N)COCc3ccccc3)cs2)nc1C(F)(F)F (configuration not stated) | -2% | 5%
COCCN1C(=O)CCC1(C)C(=O)Nc1ccc2c(c1)OCCO2 (configuration not stated) | -2% | -6%
COC1=CC(=O)c2nc(Cl)ccc2C1=O | ? | ?
COc1ccc(-c2cc3nc(NCCOc4ccccc4)ccn3n2)cc1 | -4% | -12%
COc1cccc(NC(=O)C2(C)CCN2C(=O)CCc2ccc(Cl)cc2Cl)c1 (configuration not stated) | -3% | -4%
CC1ON=C(c2ccc(F)cc2)NC1=O (configuration not stated) | 0% | 8%
c1cc(-c2ccc(N3CCOCC3)cc2)n2ccnc2c1 | -6% | 16%
COc1ccc(OC)c(NC(=O)C2(C)CCN2Cc2cccc(OC)c2OC)c1 (configuration not stated) | -2% | -1%
COc1ccc(CNC(=O)Nc2nc(C(N)Cc3ccc(C(F)(F)F)cc3)cs2)cc1 (configuration not stated) | -5% | -10%

Some of these compounds in order of SMILES length, largest number first.
SMILES | Vif-APOBEC3G blk | ALOX12 inh
COCCCN1C(=O)C(CC(=O)NC2CC2)CC(C(=O)N(C(C)C)C(C)C)=C1C (configuration not stated) | -4% | 0%
CCc1nc2c(OCc3ccc(Cl)cc3)cccn2c1N(C)C(=O)c1ccco1 | -16% | 0%
COc1cccc(C(NC(C)=O)c2nc(-c3cccc(C#N)c3)cs2)c1 (configuration not stated) | -6% | 4%
COc1ccc(-c2cc3nc(NCCOc4ccccc4)ccn3n2)cc1 | -4% | -12%
COc1cc(F)ccc1-c1csc(C(C)(O)c2ccccc2)n1 (configuration not stated) | -17% | -3%
Cc1ccc(NC(=O)C2c3ccccc3-c3ccccc32)cc1 | -1% | -18%
CN(C)CCCOc1ccc(-c2ccc3nccn3c2)cn1 | 3% | -27%

Following part.
SMILES | Vif-APOBEC3G blk | ALOX12 inh
CC(C)c1cccc(-c2csc(C(C)(O)c3cccc(F)c3)n2)c1 (configuration not stated) | -14% | ?
CN1CCC(C)(C(=O)Nc2cccc(Oc3ccccc3)c2)C1 (configuration not stated) | -1% | ?
CCCc1cnc(Nc2nc(C(N)Cc3ccc(C(F)(F)F)cc3)cs2)nc1 (configuration not stated) | -8% | 0%
CC1(C(=O)NCc2ccccc2)Cc2c(-c3ccc4c(c3)OCO4)ccnc2O1 (configuration not stated) | ? | 7%
COc1cccc(-c2cc(NC=O)c3ncc(-c4cc(OC)c(OC)c(OC)c4)n3c2)c1 | -45% | -13%
CC(=O)NC(c1ccc(F)c(F)c1)c1nc(-c2cccc(C(=O)O)c2)cs1 (configuration not stated) | -3% | -24%
CCCNC(=O)c1cc(C2CCCCN2C(=O)c2cc(OC)c(C)c(OC)c2)on1 (configuration not stated) | -1% | 13%
NC(c1csc(Nc2cnccn2)n1)C1CCCCC1 (configuration not stated) | 2% | 9%
CCCNC(=O)C1(C)CCCN(C(=O)c2cccc(OC(F)(F)F)c2)C1 (configuration not stated) | 2% | 15%
CS(=O)(=O)c1ccc(Nc2nc(C(N)Cc3ccc(Cl)cc3)cs2)cc1 (configuration not stated) | -4% | 1%
Cc1ccc(F)c(S(=O)(=O)NC(=O)C2(C)CCN2C(=O)COc2ccc(Cl)cc2)c1 (configuration not stated) | -5% | ?
CC(C)C(=O)N1CCC1(C)C(=O)Nc1cc(-c2ccccc2)nn1C (configuration not stated) | 0% | 2%
COc1ccc(-c2csc(C(C)(O)c3cccc(F)c3)n2)cc1 (configuration not stated) | -13% | ?
CN(C)CCCNc1nc2cc(-c3ccc(F)cc3)sc2c(=O)n1C | -7% | -13%
CCOC(=O)C1CCCN(C(=O)c2ccncc2)CC1 (configuration not stated) | 0% | -3%
COc1ccc(CN2C[C@@H](CO)O[C@@H](n3cnc4c(N5CCN(C)CC5)ncnc43)C2)cc1 | -3% | -20%
c1ccc(CN2CCC3CC2c2c3cccc2N2CCOCC2)cc1 (configuration not stated) | -4% | -29%
COCCNC(=O)C1CCCN(C(=O)COCc2ccccc2)CC1 (configuration not stated) | 0% | -11%
CS(=O)(=O)Nc1ccc(-c2cncc3nccn23)cc1 | -2% | 24%
COc1ccccc1NC(=O)Nc1nnc([C@@H]2C[C@H](O)[C@@H](CO)O2)s1 | -2% | -3%

Reprinted at random: six entries already listed
SMILES | Vif-APOBEC3G blk | ALOX12 inh
CCc1nc2ccc(C(=O)NCCN3CCCC3)cn2c1N(C)Cc1ccc(OC)cc1 | 0% | -10%
CCc1nc2c(OCc3ccc(Cl)cc3)cccn2c1N(C)C(=O)c1ccco1 | -16% | 0%
COc1ccc(CN2C[C@@H](CO)O[C@@H](n3cnc4c(N5CCN(C)CC5)ncnc43)C2)cc1 | -3% | -20%
Cc1ccc(NC(=O)C2c3ccccc3-c3ccccc32)cc1 | -1% | -18%
CN(C)CCCOc1ccc(-c2ccc3nccn3c2)cn1 | 3% | -27%
COc1ccc(CNC(=O)Nc2nc(C(N)Cc3ccc(C(F)(F)F)cc3)cs2)cc1 (configuration not stated) | -5% | -10%

Other structures follow:
SMILES | Vif-APOBEC3G blk | ALOX12 inh
COc1cccc(S(=O)(=O)Nc2ccc(C(O)(C(F)(F)F)C(F)(F)F)cc2)c1 | -6% | -60%
CCCS(=O)(=O)NC(=O)C1(C)CCCN(C(=O)Cc2ccc3ccccc3c2)C1 (configuration not stated) | -2% | -2%
COc1ncc(-c2cccc3nccn23)c(OC)n1 | 0% | 9%
COc1cc(CN2C[C@@H](CO)O[C@@H](n3cnc4c(NC(C)C)ncnc43)C2)cc(OC)c1OC | -1% | 1%
CNc1cncc(-c2cnn(CC(C)C)c2)n1 | 0% | -27%
Cc1ccccc1Cn1c(C)c(C(=O)NCC(C)C)sc1=O | -3% | ?
CC(N)c1csc(NC(=O)Nc2cccc(C(F)(F)F)c2)n1 (configuration not stated) | -8% | -7%
CC(C)(C)c1ccc(NC(=O)c2cc(C3CCCN(C(=O)CCc4ccccc4)C3)on2)cc1 (configuration not stated) | 6% | ?
COc1ccc(-c2csc(C(C)(NC(C)=O)c3ccccc3)n2)cc1 (configuration not stated) | -2% | -5%
OC(c1cccnc1)c1nc(-c2cccc(F)c2)cs1 (configuration not stated) | -1% | 13%
Nc1ccn([C@@H]2O[C@H](C(=O)N3CCSC3)[C@@H](O)[C@H]2O)c(=O)n1 | 3% | -14%
Cc1cc(Br)cn2c(Cc3cccc(F)c3)c(-c3ccc(Cl)cc3)nc12 | -14% | ?
O=C(NCc1cccnc1)c1cc(C2CCCCN2C(=O)c2ccc3c(c2)CCO3)on1 (configuration not stated) | -6% | -1%
CCc1nc2ccc(C(=O)Nc3cccc(NS(C)(=O)=O)c3)cn2c1N(C)C(=O)c1cccc(OC)c1 | -1% | 27%
CCc1nc2c(OCc3cc(Cl)cc(Cl)c3)cccn2c1N(C=O)Cc1ccc(OC)cc1 | ? | -15%
COc1ccc(OC2(C)CCN(Cc3ccc(-c4ccccc4)o3)C2)cc1 (configuration not stated) | -1% | -28%
CCc1nc2ccc(C(=O)NCCC(C)C)cn2c1N(CCN(C)C)CC1CC1 | -3% | -8%
Cc1cc2nc(C3CCCCC3)c(Cc3ccccc3)n2c(C)c1Br | 0% | -24%
CCCCOc1ccc(S(=O)(=O)NC(=O)C2(C)CCN2C(=O)c2c(C)noc2C)cc1 (configuration not stated) | 4% | ?
NC(Cc1ccc(Cl)cc1)c1csc(Nc2ccc(C(=O)NCCCO)cn2)n1 (configuration not stated) | -6% | -2%
COCCNC(=O)C1(C)CCN(C(=O)c2cc(-c3ccccc3)cs2)C1 (configuration not stated) | -7% | -26%
CCc1ccc([C@H]2[C@@H]3C(=O)C[C@@H]4C(=O)N(Cc5ccccc5)C(=O)[C@@H]4[C@@H]3CN2S(=O)(=O)c2ccc(C)cc2)cc1 | -3% | ?
CC(=O)NC(c1ccccc1)c1nc(-c2ccccc2C)cs1 (configuration not stated) | -1% | ?
Cc1ccsc1C(=O)N1CCC1(C)C(=O)NS(=O)(=O)c1ccccc1C(F)(F)F (configuration not stated) | -2% | -18%
OC[C@@H]1CN(Cc2ccccc2)C[C@H](n2cnc3c(NCc4ccncc4)ncnc32)O1 | -4% | 6%
COc1ccc(-c2nc3cc(C)c(Br)c(C)n3c2Cc2cccc(F)c2)cc1OC | -3% | 5%
CCCCC(=O)N(C)c1c(C)nc2ccc(C(=O)N3CCCCC3)cn12 | -2% | 0%
CCCS(=O)(=O)NC(=O)C1(C)CCCN(C(=O)c2cccc3ccccc23)C1 (configuration not stated) | -1% | -4%
COCc1cccc(-c2csc(C(NC(C)=O)c3cccc(OC)c3)n2)c1 (configuration not stated) | 0% | -9%
CC1(C(=O)NS(=O)(=O)c2cccs2)CCN1C(=O)C1(c2ccc(Cl)cc2)CC1 (configuration not stated) | 0% | ?
CCCS(=O)(=O)NC(=O)C1(C)CCN(C(=O)c2cc(C)nn2C(C)(C)C)C1 (configuration not stated) | -1% | -9%
COC(=O)c1ccc(Cn2c(C)c(C(=O)NCc3ccc(C#N)cc3)sc2=O)o1 | 2% | -4%
